Lipid storage S3 = qHTS Assay for Lipid Storage Modulators in Drosophila S3 Cells | Drosophila S3 cells, BODIPY lipid droplet fluorescence, 18-24 h; cells fed with added oleic acid | lipid storage change, negative = inhibition, % at the top dose, mostly 46.1 µM; hits show Potency in µM | hit rate 0.64% among 320,000; active = well fitted inhibition curve with a large enough effect in the signal ratio, with a control signal flat, not every such curve was filed as active; inconclusive = small, poorly fitted or top-dose-only effect, or effect the other way, or a change in a side signal; the % refers to the signal ratio
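Drosophila S3 cells got compounds at several concentrations plus oleic acid (400 uM solution). Laser-scanning cytometry with 488 nm excitation read lipid droplets at 500-530 nm and cells at 575-640 nm. Percent activity was relative to 20 uM Triacsin C.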
Lipid storage S3 cell count max = recorded beside Lipid storage S3, whose call it bears; cell number change, %; measured here: cell count max response;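 cells counted by Cell Tracker Red CMTPX staining in the red channel; peak over a dose series mostly up to 46.1 µM; percent activity relative to internal control wells on each plate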
The depositor's hits bear a star; i = inactive; ? = inconclusive; . = not tested or not shown. % is set by controls: 0 for no effect and ±100 for the full control effect; potency is the fitted concentration of half-maximal effect.

Lipid storage S3	Lipid storage S3 cell count max	molecule
?	.	CC1CC(C)CN(C(=O)CNC(=O)Cn2ccc3ccccc3c2=O)C1 (configuration not stated)
?	.	COc1cc(NC(=S)NC2CC(C)(C)NC(C)(C)C2)c(OC)cc1Cl
i	.	Cc1cc2cc(CNC(=O)NC3CCCCC3)ccc2[nH]1
9.5%	3.2	O=C(CSc1ccc(Cl)cc1)Nc1ccccc1Oc1ccccc1
?	.	C#CCOCCOCCOCCNc1nc(N2CCN(C(=O)CCCCCCCCCCNC(=O)Cn3cc(C[C@@H](C)O)nn3)CC2)nc(N2CCN(C(=O)CCCCCCCCCCNC(=O)[C@@H](CCSC)n3cc(CCO)nn3)CC2)n1
-0.6%	-16.9	COC(=O)c1c(NC(=S)Nc2ccc(F)cc2[N+](=O)[O-])sc2c1CCCCC2
?	.	COc1cc2c(cc1OC)CN(c1ccc([N+](=O)[O-])cc1C#N)CC2
-4.6%	-2.5	Cc1ccc(-c2nc(C#N)c(NCCCn3ccnc3)o2)cc1
?	.	CCOc1ccc(NC(=O)CN(C)C(=O)c2sccc2-c2ccccc2)cc1OCC
?	.	CCc1oc2ccccc2c1C(=O)CCN1CCCCC1
18.2%	-9.2	COc1ccc(/C=N/NC(=O)CSc2nnc(C)n2-c2ccccc2)c(OC)c1OC
?	.	N#C/C(=C/c1ccc(-c2ccccc2[N+](=O)[O-])o1)C(N)=O
?	.	c1ccc(CCCN2CCN(c3ccccn3)CC2)cc1
i	.	COc1ccc(N2CCN(C(=O)CN(C)S(=O)(=O)c3cc(C)ccc3OC)CC2)cc1
?	.	O=C(COC(=O)/C=C/c1cccs1)Nc1cccc(S(=O)(=O)N2CCCC2)c1
?	.	c1ccc(Nc2nc(N3CCNCC3)nc(N3CCOCC3)n2)cc1
?	.	O=C(NCc1ccccc1)c1cnsn1
i	.	Oc1ccc2ccccc2c1C=Nc1ccc(N2CCOCC2)cc1
i	19.5	N#C/C(=C1/CCCN1)c1ccccn1
?	.	CC(C)C(=O)N(c1ccc2oc(=O)sc2c1)S(=O)(=O)c1ccccc1

Two consecutive entries from above, quoted:
Lipid storage S3	Lipid storage S3 cell count max	molecule
i	19.5	N#C/C(=C1/CCCN1)c1ccccn1
?	.	CC(C)C(=O)N(c1ccc2oc(=O)sc2c1)S(=O)(=O)c1ccccc1

Fetched by compound from the list above, three records:
Lipid storage S3	Lipid storage S3 cell count max	molecule
?	.	c1ccc(CCCN2CCN(c3ccccn3)CC2)cc1
i	19.5	N#C/C(=C1/CCCN1)c1ccccn1
18.2%	-9.2	COc1ccc(/C=N/NC(=O)CSc2nnc(C)n2-c2ccccc2)c(OC)c1OC

Back to the main list; the two compounds before the break are reprinted first.
Lipid storage S3	Lipid storage S3 cell count max	molecule
i	19.5	N#C/C(=C1/CCCN1)c1ccccn1
?	.	CC(C)C(=O)N(c1ccc2oc(=O)sc2c1)S(=O)(=O)c1ccccc1
-0.3%	14.2	CCC(C)c1ccc(NC(=O)NCCN2CCCCC2)cc1 (configuration not stated)
?	.	Cc1cccc(N2CCN(C(=O)c3ccc4c(c3)NC(=O)C(CSCc3cccc(F)c3)N4)CC2)c1C (configuration not stated)
?	.	Cc1cc(C)cc(C(=O)NCCC(=O)NCc2cc(=O)n(C)c(=O)n2C)c1
-9.6%	-11.7	Cc1ccc(S(=O)(=O)N(CC(=O)NN=C2CCN(C)CC2)c2ccc(F)cc2)cc1
?	.	Cc1ccc(S(=O)(=O)CC(=O)Nc2nnc(C(C)C)s2)cc1
2.7%	7.4	COc1ccc(C2NN=C(c3ccc(C)cc3)S2)cc1OC (configuration not stated)
0.2%	-23.0	CC(=O)Nc1ccc(S(=O)(=O)N(C#N)c2nc(N(C)C)nc(N(C)C)n2)cc1
-9.5%	-7.3	CN(C)S(=O)(=O)c1cccc(-c2nn(-c3ccccc3)cc2/C=C(/C#N)C(=O)NCc2ccco2)c1
?	.	Cc1ccc(/C=C2/SC(=S)N(CCC(=O)N3CCOCC3)C2=O)cc1
-19.3%	-2.4	NC(=O)CC(NC(=O)Cc1ccc(Br)cc1)c1ccc(N2CCC(Br)CC2)c([N+](=O)[O-])c1 (configuration not stated)
-0.8%	-11.9	Brc1ccc2ncnc(NCc3ccco3)c2c1
-0.2%	16.3	CC1=CCC(C(=O)O)C(C(=O)Nc2ccc(-c3nc4ccc(C)cc4s3)cc2)C1 (configuration not stated)
?	.	CCOC(=O)N1CCN(c2ccc(O)cc2)CC1
?	.	O=S(=O)(c1ccc(S(=O)(=O)N2CCN(C3CCCCC3)CC2)cc1)N1CCCCCC1
?	.	CN1C(=O)C(CC(=O)Nc2ccccc2F)N(NC(=O)c2ccc(Br)cc2)C1=S (configuration not stated)
i	-11.5	COc1ccc(NC(=O)COc2ccc(/C=C/c3cccc[n+]3C)cc2OC)cc1
i	.	Clc1ccc(CN2C3=NCCCN3c3ccccc32)c(Cl)c1
7.5%	6.6	O=c1[nH]c2cccnc2n1-c1ccc([N+](=O)[O-])cc1
?	.	COc1ccccc1C(=O)NCCC(=O)NCCCSc1ccccc1
i	.	COC(=O)C1=C(C)NC(=O)NC1/C=C/c1ccccc1 (configuration not stated)
?	.	C/C(=N\NC(=O)c1cc(-c2cccnc2)nc2ccccc12)c1ccc(O)cc1O
-3.3%	15.0	COc1ccccc1C(=O)C1CCCN(Cc2cccc3nccnc23)C1 (configuration not stated)
20.8%	.	O=C(CSc1cccc(C(F)(F)F)c1)NC(=O)c1ccccc1
?	.	CCOc1cc2[nH]c(=O)n(CCCCCC(=O)NCc3ccco3)c(=O)c2cc1OCC
?	.	CSc1ccc(CNCC2CCCO2)cc1 (configuration not stated)
?	.	C=C(C)c1cccc(C(C)(C)NC(=O)NCCCn2ccnc2)c1
13.5%	-3.7	O=C(Nc1ccc(C(=O)NC2CCCCC2)cc1)c1cncc(Br)c1
-0.3%	8.5	COc1cc(CCCN2C(=O)C(=O)NC[C@@H]2Cc2ccc(O)cc2)cc(OC)c1OC
3.7%	15.7	CCCc1cc(=O)n2[nH]c(-c3ccccc3)cc2n1
?	.	O=C(COc1ccc2c(c1)CCC2)NCc1ccccc1
?	.	CC(=O)Nc1cc(OC(=O)c2ccco2)cc(OC(=O)c2ccco2)c1
i	.	COc1cc(-c2nnc(Sc3ccc(C(F)(F)F)cc3[N+](=O)[O-])o2)cc(OC)c1OC
-4.0%	1.2	O=C(Nc1c(C(=O)N2CCCCC2)cnn1-c1ccccc1)c1ccccc1F
?	.	CN(C)S(=O)(=O)Oc1ccsc1C(=O)Nc1ccc(Br)cc1
?	.	CCc1ccc(NC(=O)C2CCN(S(C)(=O)=O)CC2)cc1
i	.	CN(C)c1ccc(CNC(=O)C2CCN(S(=O)(=O)c3ccc4c(c3)oc(=O)n4C)CC2)cc1
-4.3%	-0.2	C=C(C)CN(CC)C(=O)CC1C(=O)NCCN1C (configuration not stated)
?	.	Cc1ccccc1-c1nc2cc(NC(=O)C3CC3)ccc2o1
i	4.7	O=C(COc1ccccc1)Nc1c(Cl)ccc2nsnc12
10.9%	16.4	CCCCCCN(C(=O)CCCCCN1C(=O)NC(c2ccc(C3CCCCC3)cc2)C(C(=O)OCc2ccccc2)=C1C)C(C(=O)NCCCC)c1ccc(OCC(=O)OC)c(C(=O)OC)c1 (configuration not stated)
?	.	Clc1ccc(C2=Nc3cc(Cl)ccc3OC2)cc1
?	.	CC(=O)c1c(C)n(-c2ccccc2Br)c2ccc(O)cc12
-5.8%	-9.6	CCN1C(=O)N(C)C(N(O)C(=O)NC)C1(C)C (configuration not stated)
-27.3%	.	COc1ccc(NS(=O)(=O)c2cccc(C(=O)NNC(=O)CNC(=O)c3ccco3)c2)cc1
?	.	C#CCOCCOCCOCCNc1nc(N2CCN(C(=O)CCCCCCCCCCNC(=O)Cn3cc(C[C@@H](C)O)nn3)CC2)nc(N2CCN(C(=O)CCCCCCCCCCNC(=O)[C@H](CCCCN)n3cc(C[C@@H](C)CC)nn3)CC2)n1
i	.	COc1ccc(/C=N/NC(=O)c2sc(C)nc2C)cc1
3.6%	14.6	CCCCCc1c(O)nc(SCCN2CCOCC2)[nH]c1=O
?	.	COc1cccc(CN(C)C(=O)CN2C(=O)NC3(CCCc4ccccc43)C2=O)c1 (configuration not stated)
i	-5.7	O=C(C1CCCN(S(=O)(=O)c2cccs2)C1)N1CCN(C2CCCCC2)CC1 (configuration not stated)
i	.	Cc1cc(C(=O)O)ccc1N/C=C1\CCCC(C)C1=O (configuration not stated)
7.6%	10.5	CCCNc1cc(=S)nc(N)[nH]1
15.1%	6.6	N#CC1CCN(c2ncccc2[N+](=O)[O-])CC1
-1.1%	4.7	CCOC(=O)c1c(NC(=O)/C=C/C(=O)O)sc(C)c1-c1ccc(F)cc1
?	.	O=S(=O)(N/N=C1/CCCc2ccccc21)c1ccc(Br)cc1
9.1%	-1.6	COc1cccc(NC(=O)N2CCCC2C(=O)NCc2ccc(Cl)cc2)c1 (configuration not stated)
?	.	CCOC(=O)C(=Nc1ccc(Cl)cc1)NO
?	.	COc1ccc(OC)c(/C=N/Nc2nc(C)cc(=O)[nH]2)c1
i	-15.1	Cc1ccc(S(=O)(=O)N2CCC(C(=O)NCC3CC3)CC2)cc1
?	.	CCCC(c1nnnn1CS(=O)(=O)c1ccc(C)cc1)N1CCN(c2ccc(F)cc2)CC1 (configuration not stated)
?	.	c1ccc(-c2csc(NC3CCCCC3)n2)cc1

Next compounds:
Lipid storage S3	Lipid storage S3 cell count max	molecule
14.4%	-1.8	COc1ccc(-c2nc(CSCC(=O)N3CCC(C(N)=O)CC3)c(C)o2)cc1OC
i	18.6	COc1ccccc1C(=O)NC(C(=O)NCCc1nc2ccccc2[nH]1)=C(C)C
i	-8.2	COc1ccc(OCc2cc(C(=O)N3CCCC(CO)C3)no2)c2ccccc12 (configuration not stated)
12.0%	-2.4	O=C(NNC(=S)Nc1ccccc1Cl)c1ccncc1
-1.3%	.	Cc1ncc(CCl)c2c1OC(C)(C)OC2
6.51µM*	.	Cc1cccc(CS(=O)(=O)c2ncc(Cl)c(C(=O)NCc3ccc4c(c3)OCO4)n2)c1
?	.	COc1ccccc1-n1cnnc1SCC(=O)Nc1cc(C(C)(C)C)nn1-c1ccccc1
2.5%	-4.0	O=C(Nc1nccs1)c1cccc(NC(=O)c2ccco2)c1
-4.8%	-9.8	CSCCC(NC(=O)c1cc(S(=O)(=O)N2CCOCC2)ccc1F)c1nc2ccccc2[nH]1 (configuration not stated)
?	.	O=C(CN1C(=O)NC2(CCCCC2)C1=O)Nc1ccc(Cl)c(S(=O)(=O)N2CCOCC2)c1
-9.9%	30.1	COCCNC(=S)NN=C1CCCCC1
11.6%	1.4	Cc1cc(C(=O)NNC(=O)c2cccc(C(F)(F)F)c2)no1
?	.	O=C1Nc2ccc(S(=O)(=O)N3CCCC3)c3cccc1c23
?	.	CCOC(=O)Cc1nnc(NC(=O)COc2ccc(OC)cc2)s1
-71.8%	-11.2	COc1cc(C2NC(=O)NC(C)=C2C(=O)OCC2CCCCC2)ccc1O (configuration not stated)
?	.	O=C(CSc1nnc(-c2ccco2)n1Cc1ccco1)Nc1ccccc1
i	.	O=C(NCc1ccco1)c1cc2c(s1)CCCCC2
?	.	CCOc1ccc(S(=O)(=O)Nc2cccc(C)c2)c2cccnc12
?	.	O=C(O)CCc1ccc(-c2ccccc2)n1Cc1ccco1
?	.	CCNC(=S)NNC(=O)c1cc(-c2ccc(OCC)cc2)nc2ccccc12
9.7%	-1.6	Cn1nc(-c2ccc(Cl)cc2)cc1NC(=O)CCCC(=O)O
-20.7%	-5.0	O=C(CCc1ccccc1)N1CCN(c2ccccn2)CC1
?	.	Cc1ccc2cc(CN(CCN(C)C)C(=O)Nc3ccc(Cl)cc3)c(=O)[nH]c2c1
?	.	Cc1ccccc1S(=O)(=O)N1[C@@H](c2cccc(Cl)c2)C(C(=O)O)=CC[C@H]1c1ccc(Cl)cc1
0.4%	11.4	CC(=O)c1ccc(OCC(=O)Nc2ccc3c(c2)CCC3)cc1
12.6%	.	CN(CCOc1ccccc1)C(=O)c1cc(S(=O)(=O)N2CCOCC2)ccc1Cl
12.0%	3.1	CCCc1cc(=O)[nH]c(SCC(=O)Nc2ccc(C)c(S(=O)(=O)N3CCCCC3)c2)n1
-0.3%	.	O=c1c2ccccc2nc2n1CCS2
i	-7.4	CCCc1nnc(NC(=O)CCC(=O)N2CCN(Cc3ccc(Cl)cc3)CC2)s1
?	.	CCN(CC)CCNC(=O)C1c2ccccc2C(=O)N(C)C1c1cn(C)c2ccccc12 (configuration not stated)
?	.	O=C(NCC1CCS(=O)(=O)C1)Oc1ccccc1 (configuration not stated)
i	.	COc1cc(C(=O)Oc2ccccc2/C=N/NC(=O)c2ccc(Cl)cc2Cl)cc(OC)c1OC
?	.	O=C(Nc1ccc(F)c(F)c1)C1CCCN(S(=O)(=O)c2cnc[nH]2)C1 (configuration not stated)
i	6.1	CC(=O)c1ccc(N2C(=NC(=O)CCC3CCCC3)SC3CS(=O)(=O)CC32)cc1 (configuration not stated)

High-throughput results (PubChem)

Only part of the results is shown; rates above refer to the full screens.
